GluA2 TARP mod: GluA2-stargazin AMPA receptor complex modulation. O88602+P19491. HEK293 GluA2+stargazin, membrane potential dye (FDSS), glutamate EC50; hits were called plate by plate, in both directions. calls only at 30 µM. hit rate 3.5% among 40,000. AID 1259245;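 active = any of four per-well response measures lying three or more SD from its plate-wide compound average, in either direction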
Target sequence (O88602 whole entry, looked up): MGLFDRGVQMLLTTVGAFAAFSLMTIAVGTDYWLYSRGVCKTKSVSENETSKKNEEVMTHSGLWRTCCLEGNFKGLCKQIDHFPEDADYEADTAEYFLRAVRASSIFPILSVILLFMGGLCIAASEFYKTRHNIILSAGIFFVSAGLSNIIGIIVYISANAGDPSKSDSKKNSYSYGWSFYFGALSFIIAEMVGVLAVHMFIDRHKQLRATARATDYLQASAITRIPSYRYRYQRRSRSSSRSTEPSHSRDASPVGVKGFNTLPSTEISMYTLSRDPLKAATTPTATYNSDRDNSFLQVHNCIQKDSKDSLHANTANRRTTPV
Target sequence (P19491 whole entry, looked up): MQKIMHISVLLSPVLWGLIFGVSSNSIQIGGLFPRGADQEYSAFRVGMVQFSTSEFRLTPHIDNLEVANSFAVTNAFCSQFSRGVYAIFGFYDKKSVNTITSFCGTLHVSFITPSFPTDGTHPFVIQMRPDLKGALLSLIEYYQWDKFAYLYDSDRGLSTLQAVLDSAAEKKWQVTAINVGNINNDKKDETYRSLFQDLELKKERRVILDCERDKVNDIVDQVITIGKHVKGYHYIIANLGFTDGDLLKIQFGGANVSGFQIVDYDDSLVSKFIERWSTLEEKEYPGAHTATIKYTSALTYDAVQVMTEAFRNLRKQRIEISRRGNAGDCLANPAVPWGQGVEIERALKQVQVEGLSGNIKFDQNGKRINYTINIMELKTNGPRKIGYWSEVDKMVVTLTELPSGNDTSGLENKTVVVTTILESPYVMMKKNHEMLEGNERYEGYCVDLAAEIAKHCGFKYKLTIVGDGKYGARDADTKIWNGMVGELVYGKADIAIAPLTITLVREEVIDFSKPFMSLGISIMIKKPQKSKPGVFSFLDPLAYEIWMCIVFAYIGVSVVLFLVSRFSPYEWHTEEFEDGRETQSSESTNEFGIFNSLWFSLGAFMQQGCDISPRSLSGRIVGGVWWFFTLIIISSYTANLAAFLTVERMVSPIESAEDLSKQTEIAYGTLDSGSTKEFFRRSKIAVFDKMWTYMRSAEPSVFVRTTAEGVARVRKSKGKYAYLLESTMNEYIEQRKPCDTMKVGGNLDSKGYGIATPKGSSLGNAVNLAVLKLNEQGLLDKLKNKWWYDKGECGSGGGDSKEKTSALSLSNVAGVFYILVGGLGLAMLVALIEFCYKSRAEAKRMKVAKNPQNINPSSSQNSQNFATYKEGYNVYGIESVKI
GluA2 TARP mod agonism max-min: second read-out of GluA2 TARP mod, no call of its own (marks repeat the call); compound max-min signal; compound-alone response (agonism);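 unitless range of fluorescence divided by baseline over first 100 seconds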
GluA2 TARP mod glutamate slope: recorded beside GluA2 TARP mod, whose call it bears; glutamate slope, % of max; measured here: glutamate response slope, % max;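 scaled per plate between vehicle wells and maximal 1 mM glutamate control wells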
* = called active by the depositor; i = inactive; + = active, no number; & = joins results of further samples.

SMILES	GluA2 TARP mod	GluA2 TARP mod agonism max-min	GluA2 TARP mod glutamate slope
COCCCN1COc2ccc3c(=O)c(Oc4ccc(C(=O)OC)cc4)c(C)oc3c2C1	i	0.12	54.3
O=C(Nc1ccc(CC(=O)N2CCC(O)CC2)cc1)c1ccsc1	i	0.0707	55.8
CC(C)(C)NC(=O)N1CC2CC1C(=O)O2 (configuration not stated)	i	0.144	55.2
O=C(Nc1sc2c(c1-c1nc3ccccc3s1)CCCC2)C1CC1	i	0.109	69.6
COc1ccccc1N(C)S(=O)(=O)c1ccc(Cl)cc1	i	0.0552	52.4
O=C(NCCc1ccccc1)C(=O)NCC1CCN(Cc2cccs2)CC1	i	0.0489	64.6
CCOC(=O)c1c(NCc2cccc(OC)c2)c2ccc(Cl)cc2[nH]c1=O	i	0.0643	58.1
CNC(=O)C1Cc2ccccc2N1C(=O)Nc1ccc(OC)c(OC)c1 (configuration not stated)	i	0.0603	50.6
CCOc1cc(S(=O)(=O)N2CCN(CCO)CC2)c(OCC)cc1C	i	0.0484	46.8
CCOC(=O)c1c(SCC(=O)Nc2nc3ccccc3s2)nc(=O)[nH]c1C	i	0.0418	59.4
COc1ccccc1NC(=O)N1CCC(CNC(=O)c2ccsc2)CC1	i	0.0573	39.1
O=C(NC(c1ccccc1)c1ccccc1)c1csc(-c2cnccn2)n1	i	0.149	70.1

SMILES	GluA2 TARP mod	GluA2 TARP mod agonism max-min	GluA2 TARP mod glutamate slope
O=C(NCCc1ccccc1)NCCC(O)c1ccco1 (configuration not stated)	i	0.0838	50.7
O=C(c1cccc(F)c1)N(C(=O)N1CCCCC1)c1cccc(Cl)c1	i	0.0286	43.1
CCN(CC)C(=O)Cn1c(C2CC(=O)N(c3cccc(OC)c3)C2)nc2ccccc21 (configuration not stated)	i	0.0548	60.6
O=S(=O)(Cc1ccccc1Cl)NCC1CCN(S(=O)(=O)C2CC2)CC1	i	0.073	46.5
COCCNC(=O)Cc1ccc(NC(=O)COc2ccc(Cl)cc2)cc1	i	0.0991	60.6
Cc1nc(-n2cccc2)sc1C(=O)N1CCN(C(=O)c2ccco2)CC1	i	0.0954	42.9
COCCNc1oc2c(c1-c1ccc(C(=O)OC)cc1)c(=O)oc1ccccc12	i	0.164	62.5
O=C(Oc1ccc2c(-c3cc4cc(Cl)ccc4oc3=O)cc(=O)oc2c1)C1CC1	i	0.0623	50.9
CC(C)(C)c1ccc(C(=O)Nc2nnc3n2CCCS3)cc1	i	0.0311	26.2
Cc1cccc(NC(=O)C(=O)NCC2(O)CCCC2)c1C	i	0.0716	60.7
CCOc1cc(C2CC(=O)N3CN(Cc4ccco4)CSC3=C2C#N)cc(Br)c1O (configuration not stated)	i	0.0885	76.1
CCOC(=O)C1=C(N)Oc2cc(C)[nH]c(=O)c2C1c1ccncc1 (configuration not stated)	i	0.0615	52.8

SMILES	GluA2 TARP mod	GluA2 TARP mod agonism max-min	GluA2 TARP mod glutamate slope
Cc1nc(-c2cccs2)c(CCC(=O)N2CCN(c3ncccn3)CC2)s1	i	0.0815	57.8
COc1ccc(S(=O)(=O)NCC#CCN(C(C)C)C(C)C)cc1OC	i	0.0844	56.9
CCc1ccc(S(=O)(=O)Nc2ccc3c(c2)CCCN3S(=O)(=O)c2ccc(OC)cc2)cc1	i	0.0878	56.9
O=C(NCC#CCN1CCc2ccccc2C1)NCc1ccc(Cl)cc1	i	0.0833	59.2
Cc1cc(C)c(C#N)c(SCCC(=O)NCCc2ccccc2)n1	i	0.0492	80.8
Cc1ccc(Cl)cc1N1CCN(C(=O)c2ccc(N3CCCS3(=O)=O)cc2)CC1	i	0.0418	50.1
COc1ccc(S(=O)(=O)CC(=O)Nc2nnc(-c3ccc(C)cc3C)o2)cc1	i	0.0282	48.6
O=C(Nc1ccc(CC(=O)N2CCC(O)CC2)cc1)c1cc2ccccc2o1	i	0.0517	29.8
CC(=O)Nc1ccc(S(=O)(=O)NCCn2nc(C)cc2C)cc1	i	0.0832	56.7
Cc1ccc(OCC(=O)NCC(c2cccs2)N(C)C)cc1 (configuration not stated)	i	0.029	46.7
CC(C)c1ccc(NC(=O)c2ccc(N3CCCCS3(=O)=O)cc2)cc1	i	0.0882	53.0
Cc1ccc(NC(=O)c2ccc(=O)n(CC(=O)Nc3ccccc3C)n2)cc1	i	0.0304	53.5

SMILES	GluA2 TARP mod	GluA2 TARP mod agonism max-min	GluA2 TARP mod glutamate slope
Cn1nc(CNC(=O)c2ccccc2C(=O)c2ccccc2)c2ccccc2c1=O	i	0.096	48.3
CC(=O)N1CCc2ccc(NC(=O)c3cnccn3)cc2C1	i	0.123	48.7
COc1cccc(-c2cc(CC(=O)NCc3ccccc3)no2)c1	i	0.0881	44.4
CC(=O)N1CCc2ccc(NC(=O)C3CC3)cc21	i	0.061	36.6
CCCCn1c(=O)c2c(nc3n2CC(C)CN3c2cc(C)ccc2OC)n(C)c1=O (configuration not stated)	i	0.0454	41.5
O=C(COc1ncccn1)NCCCn1ccnc1	i	0.08	60.0
CCn1c(=O)c(C(=O)Nc2cccc(OC)c2)cc2cccnc21	i	0.0812	57.0
Cc1cccc(S(=O)(=O)N2CCN(c3ccccc3)CC2)c1	i	0.067	47.0
CCOc1ccc(NC(=O)C(=O)NCC2CCN(C)CC2)cc1	i	0.0856	55.4
COc1ccc(-n2nnc(C(=O)Nc3nccs3)c2C)cc1	i	0.0667&0.0453	40.2&97.1
CCCCNC(=O)/C(C#N)=C/N1CCN(c2cccc(C(F)(F)F)c2)CC1	i	0.145	76.6
COc1nn(C)cc1-c1nnc(SCC(=O)NC2CCCC2)n1C	i	0.0855	59.0

Single entries from the entries so far.
`CC(=O)N1CCc2ccc(NC(=O)C3CC3)cc21` in GluA2 TARP mod glutamate slope = 36.6
`COc1ccc(-n2nnc(C(=O)Nc3nccs3)c2C)cc1` in GluA2 TARP mod agonism max-min = 0.0667&0.0453
`COc1nn(C)cc1-c1nnc(SCC(=O)NC2CCCC2)n1C` in GluA2 TARP mod agonism max-min = 0.0855
`CCn1c(=O)c(C(=O)Nc2cccc(OC)c2)cc2cccnc21` in GluA2 TARP mod agonism max-min = 0.0812
`Cn1nc(CNC(=O)c2ccccc2C(=O)c2ccccc2)c2ccccc2c1=O` in GluA2 TARP mod agonism max-min = 0.096
`CCCCn1c(=O)c2c(nc3n2CC(C)CN3c2cc(C)ccc2OC)n(C)c1=O` (configuration not stated) in GluA2 TARP mod glutamate slope = 41.5
`COc1cccc(-c2cc(CC(=O)NCc3ccccc3)no2)c1` in GluA2 TARP mod agonism max-min = 0.0881

(further entries)
SMILES	GluA2 TARP mod	GluA2 TARP mod agonism max-min	GluA2 TARP mod glutamate slope
Cc1ccc(NC(=O)C(=O)NCc2ccco2)cc1N1CCCC1=O	i	0.0398	59.1
CCOC(=O)N1CCN(C(=O)CSc2c(C)cnc3c2c(=O)n(C)c(=O)n3C)CC1	i	0.0748	58.3
CCOc1ccc(N2CC(C)Cn3c2nc2c3c(=O)n(CCc3ccccc3)c(=O)n2C)cc1 (configuration not stated)	i	0.11	62.9
O=C(Nc1ccncc1)c1ccc(S(=O)(=O)NCc2ccco2)o1	i	0.0969	55.3
COc1ccccc1N1CCN(C(=O)Cn2nc(C(=O)N3CCOCC3)cc2C)CC1	i	0.0832	49.4
O=C(Nc1cccc(N2CCCCC2=O)c1)c1cc(Cl)ccc1[N+](=O)[O-]	i	0.102	52.2
Cc1ccc(C)c(OC(=O)CS(=O)c2ccccc2[N+](=O)[O-])c1 (configuration not stated)	i	0.0691	39.0
CN(Cc1ccco1)S(=O)(=O)c1ccc(C(=O)NCc2ccccc2)cc1	i	0.103	72.3
COCCNC(=O)Cn1nc2c(c1NC(=O)Cc1noc3ccccc13)CSC2	i	0.0756	71.6
COc1cc(C(=O)NCC(c2cccn2C)N2CCN(C)CC2)cc(OC)c1OC (configuration not stated)	i	0.154	65.5
NC(=O)C1Cc2ccccc2N1C(=O)c1ccc(Cl)c([N+](=O)[O-])c1 (configuration not stated)	i	0.137	56.1
O=C(Nc1ccc2c(c1)OCO2)N1CCCC(c2nnc(Cc3ccccc3)s2)C1 (configuration not stated)	i	0.093	70.3

Entries shown so far that contain fluorine:
SMILES	GluA2 TARP mod	GluA2 TARP mod agonism max-min	GluA2 TARP mod glutamate slope
O=C(c1cccc(F)c1)N(C(=O)N1CCCCC1)c1cccc(Cl)c1	i	0.0286	43.1
CCCCNC(=O)/C(C#N)=C/N1CCN(c2cccc(C(F)(F)F)c2)CC1	i	0.145	76.6

Later entries:
SMILES	GluA2 TARP mod	GluA2 TARP mod agonism max-min	GluA2 TARP mod glutamate slope
COc1ccc(/C=C/C(=O)Nc2ccc(N3CCOCC3)cc2)cc1OC	i	0.0464	45.1
CC(=O)N1CCN(c2c(C)cnc3c2c(=O)n(CC(=O)N2CCc4ccccc42)c(=O)n3C)CC1	i	0.104	70.1
COCCn1c(=O)c2c(nc3n(-c4cc(C)ccc4C)c(-c4ccccc4)cn23)n(C)c1=O	i	0.039	34.1
Cc1cc(=O)oc2cc(OCC3CCNCC3)ccc12	+	0.112*	62.1*
COCCNC(=O)Cn1nc2c(c1NC(=O)c1ccc(C(C)(C)C)cc1)CSC2	i	0.0999	63.7
COc1ccc(NC(=O)CSC2=NC(C)(C)N=C2c2ccc(Cl)cc2)cc1OC	i	0.17	53.4
COC(=O)NCC(c1ccco1)N1CCN(c2ccc(OC)cc2)CC1 (configuration not stated)	i	0.0705	34.3
O=C(Cn1nc2ccc(SCc3ccc(Cl)cc3)nn2c1=O)Nc1ccc2c(c1)OCO2	i	0.117	63.5
CCNS(=O)(=O)c1c(C)cc(C)c(N(C)S(C)(=O)=O)c1C	i	0.106	69.3
COCCn1nnn(-c2ccc(NC(=O)c3ccc(OC(F)(F)F)cc3)cc2)c1=O	i	0.0949	63.1
CC(=O)N1CCCc2cc(S(=O)(=O)N3CCN(c4ccc5nncn5n4)CC3)ccc21	i	0.0746	38.9
Cc1ccc(C)c(N2CCN(S(=O)(=O)CCN3C(=O)CCCC3=O)CC2)c1	i	0.089	51.1

SMILES	GluA2 TARP mod	GluA2 TARP mod agonism max-min	GluA2 TARP mod glutamate slope
COCCN1CCC(CNC(=O)C(=O)Nc2cccc(Cl)c2C)CC1	i	0.057	53.0
Cc1ccc(C)c(NC(=O)CSc2nccn(-c3ccc(F)cc3)c2=O)c1	i	0.0515	59.7
O=C(c1cc(-c2ccccc2)n[nH]1)N1CCN(Cc2nc(-c3ccccc3)cs2)CC1	i	0.162	58.3
CC(C)(C)C(=O)N1CCc2ccc(NC(=O)c3ccc(Br)o3)cc21	i	0.0778	52.0
COc1cccc2sc(N(CC3CCCO3)C(=O)c3snnc3C)nc12 (configuration not stated)	i	0.0909	53.9
COc1ccc(S(=O)(=O)CC(=O)N2CCN(c3nc4c(OC)ccc(OC)c4s3)CC2)cc1	i	0.0997	60.4
COc1ccc(-c2ccc(=O)n(CCCC(=O)NC(C)c3ccccc3)n2)cc1 (configuration not stated)	i	0.0389	35.4
COC(=O)c1ccc(NC(=O)Cn2cc(-c3ccc(C)cc3)c(N(C)C)n2)cc1	i	0.105	54.6
COc1ccc(-c2nnc3ccc(OCCNC(=O)C4CCCC4)nn23)cc1	i	0.149	83.7
COc1cccc(S(=O)(=O)NCCC(O)C2CC2)c1 (configuration not stated)	+	0.178*	58.9*
CC(C)(C)c1ccc(NC(=O)NCC2CCN(c3ccccn3)CC2)cc1	i	0.107	57.0
O=C(CCCCCn1c(=S)[nH]c2ccccc2c1=O)NCC1CCCO1 (configuration not stated)	i	0.0634	78.2

SMILES	GluA2 TARP mod	GluA2 TARP mod agonism max-min	GluA2 TARP mod glutamate slope
COc1ccc(-c2csc(NC(=O)CS(=O)(=O)c3ccc(OC)cc3)n2)cc1	i	0.0538	40.8
NC1=NC(=O)C(CC(=O)Nc2ccc(OC(F)(F)F)cc2)S1 (configuration not stated)	i	0.0915	51.3
O=C(CN1CCN(CC(=O)c2ccc(F)cc2)CC1)Nc1ccccc1Cl	i	0.0671	34.7
COCCN1CCC(CNC(=O)C(=O)Nc2cccc(SC)c2)CC1	i	0.0801	60.1
CCc1nc2sc3c(c2c2nncn12)CCC3	+	0.231*	88.0*
COc1ccc(-c2ccc(NC(=O)Nc3cccc(Cl)c3)cc2)nn1	i	0.101	63.8
Cc1nc2sc(C(c3ccc(F)cc3)N3CCN(Cc4ccccc4)CC3)c(O)n2n1 (configuration not stated)	i	0.0764	49.7
Cc1ccc(S(=O)(=O)CCCC(=O)Nc2ccccc2Oc2ccccc2)cc1	+	0.0535*	21.7*
CCn1ccnc1N1CCN(C(=O)COc2ccccc2)CC1	i	0.0829	66.3
Cc1nc2ccccc2c(=O)n1-c1ccc(NC(=O)COc2ccccc2)cc1	i	0.0694	2.2
Cc1cc(=O)n(CC(=O)NCCc2c[nH]c3ccccc23)cn1	i	0.0927	57.7
O=C(Nc1nc(CCC(=O)N2CCN(c3ncccn3)CC2)cs1)c1ccco1	i	0.0993	50.0

SMILES	GluA2 TARP mod	GluA2 TARP mod agonism max-min	GluA2 TARP mod glutamate slope
COc1ccc(CCC(=O)Nc2sc(SCC(N)=O)nc2-c2ccccc2)cc1	i	0.0891	44.3
N#Cc1cccc(C(=O)N2CCN(CCNC(=O)c3ccsc3)CC2)c1	i	0.0894	67.4
CCOc1ccccc1C(=O)NC1CC(=O)N(c2ccc(C)cc2)C1 (configuration not stated)	i	0.0295	77.3
CCC(C)(C)OCC(O)CNCC(C)C (configuration not stated)	i	0.104	49.3
O=C(NCCN1CCOC(c2ccccc2)C1)c1ccccc1C(F)(F)F (configuration not stated)	i	0.044	24.8
CSCCC(C)(O)CNC(=O)CCc1ccccc1 (configuration not stated)	i	0.0968	45.4

Not all compounds are listed, so the mix of outcomes need not match the whole.
